Hep lipid drop = modulators of hepatic lipid droplet formation. AML12 mouse hepatocytes, oleate lipid droplets, BODIPY imaging. inhibition, % at 6.5 µM. 240,000 tested, 0.4% active. AID 1656;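 active = lipid droplet intensity inhibited by at least 50%, with more than 500 cells counted; inconclusive = wells with under 300 cells, treated as cytotoxic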
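Assay system: AML12 mouse liver cells | Compound: 6.5 µM single-point dosing | Schedule: Overnight exposure | Technique: Fluorescence imaging, 20x objective, two fields per well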
T cell HTS = T cell immune modulation candidate | AID 2052 | calls only at 7 µM | 2C CD8+ T cell-vesicle binding, flow cytometry; hits give low values | 330,000 tested, 0.068% active;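 active = response, share of CD8 T cells binding vesicles, and their 90th percentile fluorescence all below set limits, cut at about 80% in these data, passing the limit was not always enough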
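Material: murine 2C transgenic CD8+ T lymphocytes / Also added: QL9-peptide-loaded Drosophila micro-vesicles bearing Ld, ICAM-1 and B7-1 / Schedule: binding step 1.5 h, 37 °C, antibody labelling 20 min, ice / Signal: flow cytometry, PE anti-B7-1 (FL2) versus Alexa647 anti-CD8 (FL8), PFA-fixed / Evaluation: percent CD8+ FL2 mean versus row control / Benchmarks: naked versus QL9-loaded vesicles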
Rac1 GTP hydrolysis = MgcRacGAP GTPase-activating activity inhibitors, confirmation, biochemical, ADP Hunter fluorescence; MgcRacGAP-stimulated Rac1 GTP hydrolysis, ADP Hunter fluorescence; higher % means a stronger effect; GST-tagged Rac1 F28L mutant substrate; inhibition, % at 30 µM, or IC50 in µM where a hit was titrated; 340,000 tested, 0.6% active; AID 624330;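 active = first-screen hits whose inhibition reached a set limit at any dose in the follow-up dose series; inconclusive = inhibition above the set first-screen limit but never retested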;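 also: fluorescence reports GDP produced by GAP-driven GTP hydrolysis; strong numbers were not always called active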
LYP inhibition = inhibitors of LYP phosphatase, biochemical, fluorescence intensity, uHTS (AID 1779) | recombinant LYP phosphatase, fluorescence intensity; higher % means a stronger effect | inhibition, % at 11.5 µM; hits with a dose series show IC50 in µM | 290,000 tested, 0.054% active; in the data active = inhibition above about 50%;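 also: plate controls were vehicle with enzyme for no effect and no enzyme for full effect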
Large T inhibition = SV40 large T antigen inhibitors, biochemical (AID 1903) | 310,000 tested, 0.39% active | SV40 large T antigen ATPase/helicase inhibition assay; higher % means a stronger effect | one-dose inhibition, % at 20 µM; IC50 in µM for titrated hits; in the data active = a potency from the dose series; inconclusive = inhibition mostly from about 32% at the one dose, without a potency; inactive = the rest, 99 in 100 with inhibition below about 32%; also: strong numbers were not always called active
NTR1 ag = NTR1-driven beta-arrestin-GFP spot formation – imaging, U2OS cells, high content, primary screen (AID 493036); activation, % at 20 µM; 330,000 tested, 0.17% active; agonist mode; P30989;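 active = activation at or above 40% of the spot to cytoplasm intensity ratio, with at least 20 cells analyzed; inconclusive = wells under 20 cells, flagged as cytotoxic or low count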;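 also: 0% = DMSO without peptide and 100% = 100 nM NTR1 peptide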
Target sequence (P30989 whole entry, looked up): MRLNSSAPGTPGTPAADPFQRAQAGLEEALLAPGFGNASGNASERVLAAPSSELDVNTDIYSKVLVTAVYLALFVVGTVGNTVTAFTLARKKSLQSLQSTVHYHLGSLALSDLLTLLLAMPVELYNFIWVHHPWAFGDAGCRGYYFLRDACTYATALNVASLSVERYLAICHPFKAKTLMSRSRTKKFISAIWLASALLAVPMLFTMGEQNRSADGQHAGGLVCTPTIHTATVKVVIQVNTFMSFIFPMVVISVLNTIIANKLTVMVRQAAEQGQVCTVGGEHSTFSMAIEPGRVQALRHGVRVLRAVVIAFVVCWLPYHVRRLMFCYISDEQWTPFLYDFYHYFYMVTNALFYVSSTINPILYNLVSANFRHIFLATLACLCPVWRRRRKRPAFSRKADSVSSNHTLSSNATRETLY
GPR55 activation = GPR55 agonists via beta-arrestin recruitment, primary screen, imaging, U2OS cells, beta-arrestin-GFP redistribution (AID 1961); U2OS GPR55 beta-arrestin-GFP redistribution imaging; higher % means a stronger effect; 290,000 tested, 0.048% active; activation, % at 10 µM, or EC50 in µM where a hit was titrated;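 active = activation above 40% with more than 50 cells counted in the well; inconclusive = wells holding fewer than 50 cells, flagged as toxic or sparse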;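 also: U2OS osteosarcoma cells stably expressing GPR55 and beta-arrestin-GFP; plate controls were DMSO negative control for no effect and LPI positive control for full effect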
GPR55 antagonists = inhibition of LPI-stimulated GPR55 beta-arrestin translocation – imaging, U2OS, beta-arrestin-GFP, LPI agonist, primary screen (AID 2013) | U2OS GPR55 beta-arrestin-GFP translocation imaging, LPI antagonism; higher % means a stronger effect | inhibition, % at 10 µM; hits with a dose series show IC50 in µM | 290,000 tested, 0.13% active;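 active = spots per cell inhibited over 60%, with over 100 cells counted and total cytoplasm intensity under 500,000; inconclusive = wells with under 100 cells, flagged as likely toxic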;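 also: U2OS cells stably carrying GPR55 and arrestin-GFP stimulated by 5 µM LPI near EC80; imaged beta-arrestin-GFP aggregate spots per cell after agonist stimulation; plate controls were LPI-stimulated DMSO wells for no effect and DMSO wells without LPI for full effect; some results filed as inactive read as strong as hits; confirmed hits need IC50 under 10 µM and bright autofluorescent wells are also inconclusive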
GPR35 arrestin U2OS = inhibition of zaprinast-stimulated GPR35 beta-arrestin translocation – imaging, U2OS, beta-arrestin-GFP, zaprinast agonist, primary screen (AID 2058). U2OS GPR35 beta-arrestin-GFP translocation imaging, zaprinast antagonism; higher % means a stronger effect. 290,000 tested, 0.052% active. one-dose inhibition, % at 10 µM; IC50 in µM for titrated hits;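 active = inhibition of at least 50% with at least 30 cells and total cytoplasm GFP at most 10,000,000; inconclusive = under 30 cells or total GFP of 10,000,000 plus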
Hep lipid drop cells 6.5 µM = second read-out of Hep lipid drop, no call of its own (marks repeat the call); cell count; measured here: cell count, cytotoxicity flag;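 cells counted across two imaged fields per well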
T cell HTS vesicle-bound % = recorded beside T cell HTS, whose call it bears; double positive events, %; measured here: CD8+ vesicle-bound cell fraction;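 binding gate set so that unloaded-vesicle control wells show 10% double positive cells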
NTR1 ag cell count 20 µM = also measured in NTR1 ag; calls as there; cell count; measured here: cell count, cytotoxicity flag
An asterisk follows results filed as active; i = inactive; ? = inconclusive; · = not tested or not shown.

smiles	Hep lipid drop	Large T inhibition	T cell HTS	LYP inhibition	GPR35 arrestin U2OS	GPR55 activation	GPR55 antagonists	NTR1 ag	T cell HTS vesicle-bound %	Hep lipid drop cells 6.5 µM	NTR1 ag cell count 20 µM	Rac1 GTP hydrolysis
COCCCn1c(SCCc2ccccc2)nc2cc(OC)c(OC)cc2c1=N	0.5	9.2%	i	2.8%	1.2%	1.0%	-6.2%	30.8	24.7	671	36	11.0%
COc1ccc(-n2c(C)nn(C)c2=O)cc1	·	22.0%	i	-8.2%	4.6%	-0.1%	19.1%	2.8	22.6	·	82	3.3%
CC(C)Cn1c(C(C)C)nc([N+](=O)[O-])c1S(=O)(=O)c1ccc(F)cc1	·	-5.4%	i	-1.6%	11.6%	0.0%	-8.2%	-3.0	19.1	·	80	4.5%
CCN(CC)CCNC(=O)c1c(O)c2cccc3c2n(c1=O)CCC3	·	11.4%	·	-4.3%	-7.0%	-0.1%	-0.3%	·	·	·	·	13.8%
Cc1ccc(Cn2cccc(NC(=O)c3ccco3)c2=O)cc1	·	6.4%	i	4.1%	21.7%	0.7%	8.9%	-2.8	52.8	·	43	0.1%
O=C(N/N=C/c1c[nH]c2c1ccc1ccccc12)c1ccc([N+](=O)[O-])cc1	0.0	0.8%	i	-2.0%	2.8%	0.1%	7.5%	-0.3	33.3	580	40	14.2%
O=C(NNC(=S)Nc1ccc(F)cc1)[C@H]1C[C@@H]1c1ccccc1	9.0	18.5%	i	-4.3%	-9.4%	-0.1%	-1.8%	0.4	25.6	681	59	·
O=C(c1ccc(S(=O)(=O)N2CCCC2)cc1)N1CCCCC1	·	12.5%	i	·	·	·	·	-0.3	41.7	·	68	4.5%
COc1ccc(CCNC(=O)c2ccc(C)s2)cc1OC	-10.5	13.2%	i	-4.9%	-12.9%	-0.1%	-9.4%	0.2	26.4	724	59	6.4%
Cc1cc(-c2cc(-c3ccc(Cl)cc3)nc(N)c2C#N)co1	·	-1.5%	i	-2.1%	-9.9%	0.1%	10.8%	1.9	1.6	·	58	19.4%
COc1ccccc1N1CCN(/N=C\c2sccc2C)CC1	-12.0	0.1%	i	-3.8%	7.1%	-0.4%	8.5%	0.7	35.6	711	91	3.8%
COc1ccc(-n2cnnc2SCc2csc(-c3ccccc3)n2)cc1	·	0.4%	i	-2.9%	7.2%	-0.5%	-2.4%	-0.6	52.6	·	98	0.5%
CN(C)c1ccc(C2CC(=O)C=C(Nc3ccccc3N)C2)cc1 (centres undefined)	18.4	24.3%	i	4.5%	-0.6%	0.0%	5.1%	-0.9	20.9	719	48	·
COc1ccc(C(=O)N2CCN(C3CCCCC3)CC2)cc1OC	-12.1	5.2%	i	-9.1%	7.5%	0.2%	-2.4%	0.1	51.1	795	61	?
N#CC1=C(N)Oc2cc(N)ccc2C1c1ccc(F)cc1F (centres undefined)	·	3.3%	i	-8.2%	-5.7%	-0.1%	1.3%	-0.6	30.6	·	59	3.9%
CCc1nnc(NC(=O)CCC(=O)N2CCN(Cc3ccc(F)cc3)CC2)s1	-1.8	1.2%	i	-11.4%	10.9%	-0.1%	-7.7%	0.3	14.6	763	54	6.5%
O=C(Cc1c[nH]c2ccccc12)Nc1nccs1	·	3.7%	i	-1.5%	-0.7%	0.3%	5.1%	-2.6	44.8	·	100	4.8%
C/C(=N\NC(=O)c1nnn(-c2nonc2N)c1CN1CCC(C)CC1)c1cccc(Br)c1	-21.7	14.1%	i	3.6%	-11.9%	-0.1%	79.5%	-0.4	30.8	718	56	1.0%
COc1ccc(OC)c(NC(=O)CNC(=O)Cn2ccc3ccccc3c2=O)c1	·	0.5%	i	-6.4%	-12.8%	0.3%	14.1%	-0.2	32.3	·	84	12.3%
CCN1CCN(c2cc(C)c3cc(NC(=S)N(CC)CC)ccc3n2)CC1	-3.4	18.4%	i	-6.7%	-9.3%	-0.3%	28.9%	-1.2	43.4	712	78	19.9%
CCNC(=S)N1CCC(C(O)(c2ccccc2)c2ccccc2)CC1	·	4.0%	i	-1.8%	7.1%	-0.1%	8.6%	1.1	13.1	·	36	6.1%
O=C(O)c1cccc(-n2c(/C=C/c3cccc([N+](=O)[O-])c3)nc3ccccc3c2=O)c1	7.6	5.8%	i	4.1%	-2.2%	0.5%	2.5%	1.4	6.0	772	75	4.5%
Cc1nc(SCC(=O)NCC2CCCO2)c2c3c(sc2n1)CCCC3 (centres undefined)	-24.2	7.9%	i	-9.8%	-1.6%	-0.1%	5.2%	1.7	19.8	726	35	8.3%
CCc1ccc(CNC(=O)CC2C(=O)NCCN2Cc2ccccc2F)nc1 (centres undefined)	-3.4	16.3%	i	-9.4%	-15.2%	-0.2%	57.7%	1.6	20.7	718	58	-1.1%
Cc1cccc(NC(=O)/C(=C/c2cccc([N+](=O)[O-])c2)NC(=O)c2cccs2)c1	-32.6	20.4%	i	1.3%	-6.7%	-0.1%	1.9%	2.1	28.0	647	48	7.3%
O=C(C1COc2ccccc2O1)N1CCN(c2nc3ccc([N+](=O)[O-])cc3s2)CC1 (centres undefined)	·	8.9%	i	·	·	·	·	2.0	44.5	·	57	8.6%
COc1ccc2[nH]c(C(=O)NCc3ccc4c(c3)OCO4)cc2c1	-5.6	9.9%	i	-5.5%	-11.4%	0.0%	6.4%	0.1	29.1	717	53	·
COc1ccccc1OCC(=O)Nc1ccc(S(=O)(=O)Nc2nc(C)cc(C)n2)cc1	-0.7	13.1%	i	2.2%	8.9%	0.7%	3.3%	-0.1	36.0	702	54	2.8%
COc1ccc(-n2cnnc2SCC(=O)N(C)c2ccccc2)cc1	-14.9	11.8%	i	-4.5%	-3.0%	-0.2%	-3.2%	0.4	42.9	825	59	7.6%
O=C(O)/C(=C\c1ccco1)NC(=O)c1ccc(Br)o1	·	15.0%	i	·	·	·	·	0.3	26.1	·	52	16.1%
COc1ccc(NS(=O)(=O)c2ccc3oc4ccccc4c3c2)cn1	-8.2	4.8%	i	-9.9%	12.2%	0.0%	-2.0%	1.4	37.6	685	54	-2.9%
Cc1ccc(Cn2c(C(C)Nc3nc(-c4ccc(F)cc4)cs3)nc3cc(Cl)c(Cl)cc32)cc1 (centres undefined)	·	4.3%	i	·	·	·	·	2.8	29.4	·	98	9.1%
CCOC(=O)C1CCN(C(=O)c2ccc(Cl)c(Cl)c2)CC1	-22.2	4.0%	i	3.9%	-4.6%	0.2%	1.1%	-0.2	42.3	651	65	4.3%
COc1ccc2nc(NC(=O)c3cccs3)sc2c1	-6.0	7.8%	i	-1.1%	-4.0%	-0.1%	10.5%	-0.1	13.5	730	62	·
CCN(CC)CCNC(=O)/C(=C/c1cn(CC)c2ccccc12)NC(=O)c1cc(OC)c(OC)c(OC)c1	23.8	2.8%	i	2.9%	10.4%	0.2%	13.7%	-0.1	51.0	680	49	-0.5%
COc1cc(O)sc1C=Nc1ccc(Cl)cc1	-2.5	10.5%	i	-1.4%	12.2%	1.2%	0.9%	0.0	61.6	708	98	12.7%
O=C(NC1CCN(S(=O)(=O)c2cccc(F)c2)CC1)c1cccc(F)c1	-2.2	1.0%	i	-6.4%	3.3%	0.4%	-1.4%	-0.1	34.7	775	52	-1.5%
COc1cc(CC(=O)NCc2ccccn2)cc(OC)c1OC	-3.0	1.9%	i	-9.6%	11.4%	0.3%	-17.0%	-0.3	53.7	741	48	3.2%
CN(Cc1ccccc1)C(=O)CNC(=O)Cn1cnc2ccccc2c1=O	12.7	5.7%	i	-13.1%	9.2%	-0.3%	2.9%	-1.2	47.0	724	55	13.9%
O=C(c1ccc(Br)o1)N1CCN=C1SCc1cccc(F)c1	·	3.9%	i	-9.0%	-0.1%	-0.2%	10.3%	1.2	44.0	·	63	2.1%
Cc1cccc(N2CCN(C(=O)c3cc(S(=O)(=O)N4CCCC4)cn3C)CC2)c1C	3.6	1.0%	i	-9.8%	-7.4%	-0.1%	1.1%	3.8	29.3	832	91	5.5%
COc1ccccc1NC(=O)Cc1cccc2ccccc12	-3.0	4.5%	i	-2.9%	5.3%	0.1%	-3.3%	0.1	64.7	810	77	10.1%
CCOc1ccc(-c2cc(C(=O)N/N=C/c3ccc(O)cc3)c3ccccc3n2)cc1	·	5.8%	i	·	·	·	·	6.6	43.2	·	45	6.7%
O=C(CSc1ncn[nH]1)Nc1nc(-c2ccccc2)cs1	0.0	-1.9%	i	-8.5%	-6.1%	-0.1%	-9.2%	0.2	8.2	750	56	17.1%
Cc1ccc(S(=O)(=O)Nc2cccc(C(=O)NCC(c3ccco3)N(C)C)c2)cc1F (centres undefined)	·	15.8%	i	·	·	·	·	0.4	58.5	·	60	1.6%
O=S1(=O)CCN(C(CO)c2ccccc2)CC1 (centres undefined)	-9.5	-0.9%	i	-3.1%	-6.9%	-0.3%	7.9%	0.4	49.6	722	28	9.8%
C=CCOC(=O)C1=C(C)N=C2SCCC(=O)N2C1c1cccs1 (centres undefined)	2.0	1.1%	i	2.1%	13.3%	-0.1%	0.4%	-0.7	25.5	719	52	-1.7%
S=C(NCCc1ccccc1)NC1CCCCCC1	-5.6	2.2%	i	9.9%	5.2%	-0.3%	-17.1%	-1.8	35.7	663	55	7.4%
COc1cc(OC)cc(-c2cc(NC(C)=O)n[nH]2)c1	16.3	5.3%	i	-3.7%	4.0%	-0.1%	1.9%	0.3	40.3	677	57	6.4%

Bioassay records: PubChem, several laboratories
